TRPV1 ag: activates the human vanilloid receptor TRPV1. AID 540275. hit rate 0.19% among 320,000. TRPV1-expressing cells, Fluo-8 calcium influx, agonist mode. activation, % at 8.33 µM; in the data active = activation above about 80%; inconclusive = between about 30% and that limit; note: 0% is about no effect
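Cells expressing TRPV1 were dye-loaded with Fluo-8 and read kinetically: 10 s baseline, 3 min after compound (agonist portion), then 2 min after EC20 capsaicin (allosteric enhancer portion). Calcium-bound dye fluorescence at 480/520 nm.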
B2AR arrestin: beta2AR (human) beta-arrestin recruitment activity. P07550. beta-arrestin recruitment to beta2AR, cell-based reporter. Potency, µM (highest dose often 46.1 µM), without a hit: at the top dose activation, actives largely listed as activators. hit rate 0.02% among 330,000. AID 492947;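 note: potency is the fitted concentration of half-maximal effect; 0% = DMSO controls and full agonism = EC100 isoproterenol or metaproterenol; nearly all actives have a fitted effect of over 65% in size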
Coupling enz: coupling enzyme interference in Giardia aldolase counter-screen. coupling enzyme system counterscreen, AmpLite Red fluorescence. activity change, negative = inhibition, % at 58.2 µM, hits read low. hit rate 0.67% among 290,000; in the data active = activity change below about -30%; note: % is set by controls: 0 for no effect and ±100 for the full control effect
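First, compound is pin-transferred into glyceraldehyde-3-phosphate coupling-enzyme reagent at 57.5 uM final and held 10 min at RT. Next, substrate, coupling system and AmpLite Red are added. After 20 min RT, fluorescence (525/598 nm) is read.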
GALK inh: blocks human galactokinase activity; P51570; Purified GALK, Kinase-Glo residual ATP luminescence; Potency, µM (titrated, usually from 57.5 µM), without a hit: at the top dose activity change, negative = inhibition, hits mostly inhibitors; hit rate 0.007% among 270,000; AID 1868; note: potency is the fitted concentration of half-maximal effect; % is set by controls: 0 for no effect and ±100 for the full control effect
Target sequence (P51570 whole entry, looked up): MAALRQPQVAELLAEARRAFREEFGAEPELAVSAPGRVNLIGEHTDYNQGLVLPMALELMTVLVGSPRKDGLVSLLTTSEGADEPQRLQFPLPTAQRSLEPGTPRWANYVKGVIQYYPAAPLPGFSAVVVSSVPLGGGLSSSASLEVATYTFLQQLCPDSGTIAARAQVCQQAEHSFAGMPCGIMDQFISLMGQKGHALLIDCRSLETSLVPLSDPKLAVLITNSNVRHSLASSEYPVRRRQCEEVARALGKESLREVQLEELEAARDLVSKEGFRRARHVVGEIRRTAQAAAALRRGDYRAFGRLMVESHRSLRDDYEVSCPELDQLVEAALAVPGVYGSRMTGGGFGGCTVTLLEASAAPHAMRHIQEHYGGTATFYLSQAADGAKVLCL
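Luminescence from leftover ATP (Ultra-Glo luciferase/luciferin) served as read-out after a 1 h room-temperature reaction of 5 nM GALK with 35 uM ATP and 100 uM galactose.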
CXXC DNA block: blocks binding of human MLL CXXC domain to DNA | Q03164 | MLL-CXXC / FITC-HOXA9 DNA fluorescence polarization | Potency, µM (top dose mostly 115 µM), without a hit: top-dose activity change, negative = inhibition, actives largely listed as inhibitors | hit rate 0.037% among 290,000 | AID 2662; active = well fitted inhibition curve with a large enough effect in the polarisation, with a control signal flat, not every such curve was filed as active; inconclusive = small, poorly fitted or top-dose-only effect, or effect the other way, or a change in a side signal; inactive = no such curve, though single readings can be large or run the other way; the % refers to the polarisation; note: potency is the fitted concentration of half-maximal effect
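Steps: dispense CXXC domain solution (7 uM) → pin compounds or unlabeled HOX-A9 DNA control → 5 min ambient → add FLSN-HOX-A9 solution (50 nM) → spin → 30 min ambient → fluorescence polarization. Tris pH 7.5/NaCl/DTT/BSA buffer.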
KCNH2 WT inh: inhibitors of human wildtype KCNH2 potassium channel | Q12809 | U2OS, BacMam KCNH2, thallium flux FluxOr; stronger effect = lower value | activity change, % at 1.84 µM | hit rate 0.37% among 340,000;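 active = maximum activity change below -70%; inconclusive = maximum activity change between -70% and -50%; inactive = maximum activity change above -50%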; note: % is set by controls: 0 for no effect and ±100 for the full control effect
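U2OS cells were transduced with wild-type KCNH2 virus (2.03 x 10^8 / mL) for 4 h at room temperature, then cultured overnight at 37 C. Thallium flux was read with FluxOr dye. Rate constants were normalized to DMSO controls.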
Menin MLL FP TR: displaces Texas Red mutant MLL peptide from human menin. O00255. Menin + Texas Red MLL mutant peptide, fluorescence polarization. Potency, µM (doses to about 61.6 µM), for inactives: top-dose FP activity change, negative = inhibition, most hits filed as inhibitors. hit rate 0.23% among 270,000; active = well fitted inhibition curve with a large enough effect in the polarisation, with a control signal flat, not every such curve was filed as active; inconclusive = small, poorly fitted or top-dose-only effect, or effect the other way, or a change in a side signal; inactive = no such curve, though single readings can be large or run the other way; the % refers to the polarisation; note: potency is the fitted concentration of half-maximal effect; % of control where 0% means no effect; many of its hits are not listed in these tables
Target sequence (O00255 whole entry, looked up): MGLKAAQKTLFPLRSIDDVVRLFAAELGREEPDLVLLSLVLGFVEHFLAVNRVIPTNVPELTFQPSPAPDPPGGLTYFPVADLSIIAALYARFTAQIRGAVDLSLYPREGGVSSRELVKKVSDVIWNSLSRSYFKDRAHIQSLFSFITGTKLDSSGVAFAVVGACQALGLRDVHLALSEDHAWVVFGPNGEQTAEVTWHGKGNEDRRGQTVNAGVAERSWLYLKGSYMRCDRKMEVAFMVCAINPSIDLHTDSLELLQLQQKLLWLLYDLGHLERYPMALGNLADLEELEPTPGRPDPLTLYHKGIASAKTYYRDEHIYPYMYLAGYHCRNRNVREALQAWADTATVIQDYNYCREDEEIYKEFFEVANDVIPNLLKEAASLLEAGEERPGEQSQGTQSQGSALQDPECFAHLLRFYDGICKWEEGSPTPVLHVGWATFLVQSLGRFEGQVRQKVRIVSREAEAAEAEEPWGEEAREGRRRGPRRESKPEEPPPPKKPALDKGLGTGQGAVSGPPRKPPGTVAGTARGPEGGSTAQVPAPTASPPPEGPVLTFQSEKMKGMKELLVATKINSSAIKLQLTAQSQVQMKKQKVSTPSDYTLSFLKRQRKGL
USP2a block: USP2a (human) protease inhibition | USP2 core, Ub-CHOP2 coupled fluorogenic reporter, 485/531 | Potency, µM (top dose mostly 38.3 µM), inactives show at the highest dose activity change, negative = inhibition, actives largely listed as inhibitors | hit rate 0.01% among 330,000 | AID 463254;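 note: potency is the fitted concentration of half-maximal effect; plate controls were DMSO wells for no effect and full inhibition by NEM control for full effect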
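Deubiquitinase activity read as fluorescence (485/531 nm) after Ub-CHOP2 cleavage activates the enterokinase reporter on its substrate; USP2 core 10nM, Ub-CHOP2 and substrate 25nM each, 30min compound preincubation then 60min RT; data normalized to NEM, curves fitted.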
KCNH2 3.1 inh: KCNH2 3.1 (human) potassium channel inhibition; U2OS KCNH2 3.1, thallium flux FluxOr; stronger effect = lower value; activity change, % (tested at about 1.8 µM); hit rate 0.95% among 340,000;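 active = maximum activity change below -70%; inconclusive = maximum activity change from -70% to -50%; inactive = maximum activity change above -50%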;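 note: thallium influx rate constant from kinetic fluorescence after stimulation buffer; % is set by controls: 0 for no effect and ±100 for the full control effect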
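U2OS cells transduced with KCNH2 3.1 mutant virus (1.77 x 10^8 /mL, 4 h), plated overnight at 37 C, loaded 45 min with FluxOr dye plus Red40 quencher. Thallium flux rate constant from kinetic reads after stimulation buffer, normalised to controls.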
Giardia killer: kills Giardia lamblia; Giardia lamblia trophozoite viability; activity change, % at 7.66 µM, hits read low; hit rate 0.15% among 340,000; AID 540267; in the data active = activity change below about -80%; inconclusive = between about -30% and that limit;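 note: parasites exposed to compound for two days anaerobically before the ATP read; % is set by controls: 0 for no effect and ±100 for the full control effect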
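Trophozoite viability was measured as ATP-dependent luminescence, read 15-30 min after reagent addition. Before that, parasites at 100 cells/well were exposed to compounds for 48 h, anaerobically, at 37 deg C.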
PKM2 activator: PKM2 (human) enzyme activation; AID 1631; Potency, µM (titrated, usually from 57.5 µM), without a hit: at the highest dose activation, most hits filed as activators; purified PKM2, Kinase-Glo ATP luminescence, activation; response scale: 0% is enzyme alone, no compound; P14618; hit rate 0.34% among 260,000; note: potency is the fitted concentration of half-maximal effect; % is set by controls: 0 for no effect and ±100 for the full control effect; nearly all actives have a fitted effect of over 55% in size
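Purified hPK-M2 (>95% pure) converted ADP (0.1 mM final) to ATP with 0.5 mM PEP in 50 mM imidazole pH7.2, KCl, MgCl2, Tween 20, BSA; 1 h at room temperature. ATP detected by Kinase-Glo luminescence.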
Active calls of the source: *; [ ] = another dose, or the depositor's remark. Unless noted, calls come from the whole dose curve; as a rule, active = well fitted curve in the direction sought with a large enough effect; inconclusive = small, poorly fitted or top-dose-only effect, or another doubt; inactive = no such curve, though single readings can be large; an effect the other way counts as inactive or inconclusive.

Results for CCOC(=O)C1CCCN(C(=O)Cc2ccc(OC)c(OC)c2)C1 (stereo not given) ?
TRPV1 ag: 2.3; B2AR arrestin: 0.2%; Coupling enz: -0.5; GALK inh: -0.2%; CXXC DNA block: 5.5%; KCNH2 WT inh: -0.5; Menin MLL FP TR: -10.1%; USP2a block: 0.1%; KCNH2 3.1 inh: 0.2; Giardia killer: 11.8; PKM2 activator: 0.1%

Results for O=C(O)CCSc1ccc([N+](=O)[O-])cc1[N+](=O)[O-] ?
TRPV1 ag: -0.1; B2AR arrestin: -0.2%; Coupling enz: 0.7; GALK inh: -1.3%; CXXC DNA block: 14.7%; KCNH2 WT inh: 2.8; Menin MLL FP TR: 1.1%; USP2a block: 1.2%; KCNH2 3.1 inh: -16.7; Giardia killer: 21.8; PKM2 activator: -0.7%

What do the screens show for `COc1cccc(CNC(=O)c2cc3oc4ccccc4c3n2C)c1OC`?
TRPV1 ag: 3.6; B2AR arrestin: 0.0%; Coupling enz: -4.1; GALK inh: -1.2%; CXXC DNA block: -14.0%; KCNH2 WT inh: 5.9; Menin MLL FP TR: -0.7%; USP2a block: -6.8%; KCNH2 3.1 inh: -7.7; Giardia killer: -1.2; PKM2 activator: 6.8%

What do the screens show for `CC(C)Oc1ccc(Oc2ccc(C(F)(F)F)cn2)cc1`?
TRPV1 ag: 6.6; B2AR arrestin: -0.1%; Coupling enz: 2.5; GALK inh: -0.2%; CXXC DNA block: -8.5%; KCNH2 WT inh: -2.1; Menin MLL FP TR: -2.2%; USP2a block: -12.0%; KCNH2 3.1 inh: -9.9; Giardia killer: inconclusive; PKM2 activator: 3.4%

How did CCOC(=O)c1c(NC(=O)c2cccs2)sc2c1CC(C)(C)OC2 do in these assays?
TRPV1 ag: -0.1; B2AR arrestin: -0.1%; Coupling enz: 0.4; GALK inh: 1.5%; CXXC DNA block: 1.9%; KCNH2 WT inh: 5.7; Menin MLL FP TR: 12.9%; USP2a block: 5.0%; KCNH2 3.1 inh: -2.6; Giardia killer: 4.0; PKM2 activator: 4.4%

Results for O=C(OCn1nnc2ccccc2c1=O)c1cn(-c2ccccc2)nc1-c1cccnc1 ?
TRPV1 ag: 3.1; B2AR arrestin: 0.0%; Coupling enz: -4.3; GALK inh: 1.9%; CXXC DNA block: -2.3%; KCNH2 WT inh: -4.2; Menin MLL FP TR: 6.0%; USP2a block: 1.5%; KCNH2 3.1 inh: -5.7; Giardia killer: -15.9; PKM2 activator: -4.9%

Results for Cc1cccc2nc(Cn3c(=O)n(CCCC(=O)NCc4ccco4)c(=O)c4ccccc43)cc(=O)n12 ?
TRPV1 ag: 3.2; B2AR arrestin: 6.5%; Coupling enz: 8.0; CXXC DNA block: -0.2%; KCNH2 WT inh: -19.4; Menin MLL FP TR: -11.2%; USP2a block: -0.1%; KCNH2 3.1 inh: 3.9; Giardia killer: -12.3; PKM2 activator: -6.1%

Results for CC1CC(C)CN(C(=O)Cn2c(=O)oc3cc(S(=O)(=O)N4CCCC4)ccc32)C1 (stereo not given) ?
TRPV1 ag: 1.3; B2AR arrestin: -0.4%; Coupling enz: 0.7; GALK inh: 2.0%; CXXC DNA block: 6.5%; KCNH2 WT inh: 1.7; Menin MLL FP TR: 2.7%; USP2a block: 2.6%; KCNH2 3.1 inh: 4.9; Giardia killer: -5.1

How did CCOc1ccc(NC(=O)C2(c3ccc(OC)c(OC)c3)CCCC2)cc1 do in these assays?
TRPV1 ag: 1.3; B2AR arrestin: 0.3%; Coupling enz: -2.5; GALK inh: -4.0%; CXXC DNA block: inconclusive; KCNH2 WT inh: -4.3; Menin MLL FP TR: -2.4%; USP2a block: -1.4%; KCNH2 3.1 inh: -5.8; Giardia killer: -5.6; PKM2 activator: 0.2%

What do the screens show for `O=C(Cc1ccc(-n2c(=O)c3ccccc3n(Cc3ccccc3Cl)c2=O)cc1)NCC1CCCO1` (stereo not given)?
TRPV1 ag: 14.9; B2AR arrestin: -0.7%; Coupling enz: 3.8; GALK inh: 8.7%; CXXC DNA block: 7.5%; KCNH2 WT inh: -8.9; Menin MLL FP TR: inconclusive; USP2a block: -1.6%; KCNH2 3.1 inh: -5.6; Giardia killer: 0.5; PKM2 activator: -10.7%

What do the screens show for `CCn1c(SCC(=O)c2ccc3ccccc3c2)nnc1-c1ccco1`?
TRPV1 ag: -2.9; B2AR arrestin: 0.0%; Coupling enz: -0.5; GALK inh: -2.3%; CXXC DNA block: -5.7%; KCNH2 WT inh: -1.2; Menin MLL FP TR: -2.2%; USP2a block: 4.4%; KCNH2 3.1 inh: -9.1; Giardia killer: 10.2; PKM2 activator: 3.3%

Results for COc1ccc(NC(=O)c2oc3ccccc3c2CSC)cn1 ?
TRPV1 ag: inconclusive; B2AR arrestin: 0.0%; Coupling enz: -16.1; GALK inh: -3.4%; CXXC DNA block: 5.7%; KCNH2 WT inh: -2.5; Menin MLL FP TR: 2.4%; USP2a block: 1.0%; KCNH2 3.1 inh: -6.9; Giardia killer: 4.6; PKM2 activator: -3.9%

What do the screens show for `Nc1ccn(CC(=O)NCCc2ccccn2)c(=O)n1`?
TRPV1 ag: -3.7; B2AR arrestin: -0.1%; KCNH2 WT inh: 17.6; USP2a block: -1.9%; KCNH2 3.1 inh: -18.4; Giardia killer: -10.0

What do the screens show for `O=C(O)CN1C(=O)/C(=C\c2cccc(OCc3ccc(Cl)cc3Cl)c2)SC1=S`?
TRPV1 ag: -1.0; B2AR arrestin: -0.2%; Coupling enz: 15.4; GALK inh: -1.0%; CXXC DNA block: inconclusive; KCNH2 WT inh: 0.6; Menin MLL FP TR: 54.3%[activator]; USP2a block: -7.5%; KCNH2 3.1 inh: -0.2; Giardia killer: 0.3; PKM2 activator: -0.4%[11.5 µM]

How did CC(=O)Nc1nc2c(C)c(Cl)ccc2s1 do in these assays?
TRPV1 ag: -6.2; B2AR arrestin: 0.1%; Coupling enz: 3.6; GALK inh: -3.0%; CXXC DNA block: 18.1%; KCNH2 WT inh: -18.8; USP2a block: 0.6%; KCNH2 3.1 inh: -1.1; Giardia killer: 2.5; PKM2 activator: 1.1%

What do the screens show for `COc1cccc(N2CC(C(=O)Nc3nnc(SCC(=O)NC4CCCC4)s3)CC2=O)c1` (stereo not given)?
TRPV1 ag: -5.2; B2AR arrestin: 0.0%; GALK inh: -6.4%; CXXC DNA block: 1.2%; KCNH2 WT inh: -0.1; USP2a block: 1.0%; KCNH2 3.1 inh: -11.2; Giardia killer: -19.7; PKM2 activator: -1.7%

Results for CN(C)C(=O)C1Cc2ccccc2CN1S(=O)(=O)c1ccc(F)cc1 (stereo not given) ?
TRPV1 ag: -4.1; B2AR arrestin: -0.4%; Coupling enz: -0.4; GALK inh: 3.1%; CXXC DNA block: -3.9%; KCNH2 WT inh: -13.4; Menin MLL FP TR: 11.8%; USP2a block: 1.4%; KCNH2 3.1 inh: -10.9; Giardia killer: 28.4; PKM2 activator: 1.8%

Results for CCOC(=O)c1c(CSc2ccccc2)n(C)c2cc(Br)c(O)c(CN(C)C)c12 ?
TRPV1 ag: 15.1; B2AR arrestin: -0.1%; Coupling enz: -3.5; GALK inh: -2.6%; CXXC DNA block: 10.2%; KCNH2 WT inh: 5.2; USP2a block: 3.2%; KCNH2 3.1 inh: 16.5; Giardia killer: -6.4; PKM2 activator: 5.0%

Results for O=[N+]([O-])c1ccccc1NCCNS(=O)(=O)c1ccc(Cl)cc1 ?
TRPV1 ag: 9.8; B2AR arrestin: -0.7%; Coupling enz: -6.5; GALK inh: 1.1%; CXXC DNA block: 10.0%; KCNH2 WT inh: 11.3; Menin MLL FP TR: 6.3%; USP2a block: -5.5%; KCNH2 3.1 inh: -1.7; Giardia killer: -11.0; PKM2 activator: 2.0%

What do the screens show for `CCOc1cc(C2C(C(=O)c3ccccc3)=C(C(=O)OC)Nc3nnnn32)ccc1O` (stereo not given)?
TRPV1 ag: 4.9; B2AR arrestin: -0.3%; Coupling enz: 5.6; GALK inh: -2.2%; CXXC DNA block: 6.7%; KCNH2 WT inh: -0.8; Menin MLL FP TR: 12.2%; USP2a block: 1.0%; KCNH2 3.1 inh: 9.7; Giardia killer: 2.1; PKM2 activator: -6.6%

How did CC1=C(C(=O)OCCBr)C(c2cccc3ccccc23)NC(=O)N1 (stereo not given) do in these assays?
TRPV1 ag: 1.3; B2AR arrestin: 0.5%; Coupling enz: 0.3; GALK inh: -5.0%; CXXC DNA block: -4.6%; KCNH2 WT inh: -1.0; Menin MLL FP TR: 0.3%; USP2a block: 2.0%; KCNH2 3.1 inh: 11.1; Giardia killer: 15.5

What do the screens show for `COc1ccc(CCNC(=O)COC(=O)C2CC2)cc1OC`?
B2AR arrestin: -0.1%; KCNH2 WT inh: -1.2; USP2a block: 1.3%; KCNH2 3.1 inh: -5.5; Giardia killer: 15.0

Screens from PubChem.

Not all compounds are listed, so the mix of outcomes need not match the whole.
